ABCG2 inh: ABCG2 efflux pump inhibitors, primary screen, multiplex with ABCB1, IgMXP3 cells, flow cytometry; Broad substrate specificity ATP-binding cassette transporter ABCG2 (Homo sapiens), Q9UNQ0; JC-1 efflux; inhibition, % at 6.6 µM; 190,000 tested, 0.1% active;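 active = inhibition above 80%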;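 note: 0% = DMSO and 100% = nicardipine control wells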
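material = IgMXP3 (ABCG2) plus far-red-tagged CCRF-Adr (ABCB1) cells | amount = 3 million cells/mL, equal mix of both lines | also added = JC-1 transporter substrate | dosing = one concentration, 6.6 µM final | schedule = 10 min at 25 °C | measured by = flow cytometric JC-1 green MFI at 530 nm | read-out basis = percent efflux inhibition, scaled nicardipine 100% to DMSO 0%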
Bfl-1 Bim block: inhibitors of Bim binding to Bfl-1, primary screen, biochemical, multiplexed, bead-based flow cytometry; Bcl-2-related protein A1 (Homo sapiens), Q16548; Bim-Bfl-1 binding inhibition; inhibition, % at 10 µM; 190,000 tested, 0.12% active; AID 1008, 2008;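 note: 0% = wells without compound plus tracer and 100% = blocker peptide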
Bim-Bcl-B: inhibitors of Bim-Bcl-B binding, primary screen, biochemical, multiplexed, human Bcl-2 family; AID 951, 2007; bead-based flow cytometry, Bim peptide-Bcl-B binding; inhibition, % at 10 µM; 190,000 tested, 0.073% active;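 note: 0% = tracer peptide without compound and 100% = reference inhibitor peptide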
Target sequence (Q9HD36 whole entry, looked up): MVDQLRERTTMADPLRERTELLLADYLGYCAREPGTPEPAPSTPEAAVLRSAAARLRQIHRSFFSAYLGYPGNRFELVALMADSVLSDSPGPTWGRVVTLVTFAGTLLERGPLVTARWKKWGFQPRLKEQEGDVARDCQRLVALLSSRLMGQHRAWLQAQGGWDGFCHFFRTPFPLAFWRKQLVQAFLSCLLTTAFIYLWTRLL
Mcl-1 Bim block: inhibitors of Bim peptide binding to Mcl-1, primary screen, biochemical, bead-based flow cytometry, multiplex; inhibition, % at 10 µM; Bim peptide-Mcl-1 binding; 190,000 tested, 0.1% active;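 note: 0% = no compound tracer wells and 100% = peptide blocker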
Target sequence (Q07820 whole entry, looked up): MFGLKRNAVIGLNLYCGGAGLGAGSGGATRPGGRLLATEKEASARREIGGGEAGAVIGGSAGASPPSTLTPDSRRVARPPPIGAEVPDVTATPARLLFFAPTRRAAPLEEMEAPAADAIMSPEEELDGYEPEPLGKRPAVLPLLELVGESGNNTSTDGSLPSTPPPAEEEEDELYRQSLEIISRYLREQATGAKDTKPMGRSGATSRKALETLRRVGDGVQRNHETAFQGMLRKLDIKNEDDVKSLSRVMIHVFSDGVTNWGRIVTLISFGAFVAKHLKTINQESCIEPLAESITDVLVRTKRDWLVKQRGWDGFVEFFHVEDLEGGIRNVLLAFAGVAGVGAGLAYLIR
Bim-Bcl-XL: inhibitors of Bim-Bcl-XL binding, primary screen, biochemical, multiplexed, bead flow cytometry, human Bcl-XL | 190,000 tested, 0.04% active | Bcl-2-like protein 1 (Homo sapiens), Q07817 | inhibition, % at 10 µM | Bim peptide-Bcl-XL binding, fluorescence
Target sequence (Q07817 whole entry, looked up): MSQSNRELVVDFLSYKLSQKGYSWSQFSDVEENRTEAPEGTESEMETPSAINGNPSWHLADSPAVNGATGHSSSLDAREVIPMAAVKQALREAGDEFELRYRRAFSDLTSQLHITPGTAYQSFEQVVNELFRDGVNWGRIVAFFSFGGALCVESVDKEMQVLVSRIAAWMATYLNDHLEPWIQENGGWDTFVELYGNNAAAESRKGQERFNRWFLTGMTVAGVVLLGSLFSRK
RGS8-Gao: RGS8-Galphao binding modulators, primary screen, biochemical, multiplexed bead flow cytometry; AID 1423, 2008; 220,000 tested, 0.34% active; actives lie on both sides; response (percent of control binding), % at 10 µM; Guanine nucleotide-binding protein G(o) subunit alpha (Homo sapiens), P09471; in the data active = response below about 60% or above about 140%; inactive = in between;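 note: Galphao activated as the GDP aluminium fluoride complex binding bead-coupled RGS8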
Bcl-2 Bim block: inhibitors of Bim-Bcl-2 binding, primary screen, biochemical, multiplexed, human Bcl-2 family; inhibition, % at 10 µM; 190,000 tested, 0.06% active; Apoptosis regulator Bcl-2 (Homo sapiens), P10415; Bead-based flow cytometry, Bim peptide-Bcl-2 binding; in the data active = inhibition above about 40%;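 note: 0% = no compound wells with probe peptide and 100% = reference peptide inhibitor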
Bim-Bcl-W: inhibitors of Bim binding to Bcl-W, primary screen, biochemical, multiplexed, bead-based flow cytometry; inhibition, % at 10 µM; 190,000 tested, 0.02% active; AID 952, 2007; Bcl-2-like protein 2 (Homo sapiens), Q92843; Bim peptide-Bcl-W binding;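 note: 0% = bound tracer without compound and 100% = peptide blocker; higher means less fluorescent Bim peptide bound to Bcl-W beads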
Target sequence (Q92843 whole entry, looked up): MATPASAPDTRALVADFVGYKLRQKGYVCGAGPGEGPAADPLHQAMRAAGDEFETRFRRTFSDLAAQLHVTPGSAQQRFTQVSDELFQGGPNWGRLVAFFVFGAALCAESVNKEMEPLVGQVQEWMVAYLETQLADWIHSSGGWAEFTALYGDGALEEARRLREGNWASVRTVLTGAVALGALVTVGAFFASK
RGS7-Gao reg: RGS7-Galphao binding modulators, primary screen, biochemical, multiplexed bead flow cytometry; binding response (% of control), % at 10 µM; actives lie on both sides; 220,000 tested, 0.35% active; Guanine nucleotide-binding protein G(o) subunit alpha (Homo sapiens), P09471; AID 1439, 2008; in the data active = binding response below about 49% or above about 150%;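 note: fluorescent Galphao held in activated GDP-AlF4 state binding bead-coupled RGS7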
RGS4-Gao reg: modulators of RGS4 binding to Galphao, primary screen, biochemical, multiplexed bead flow cytometry. Guanine nucleotide-binding protein G(o) subunit alpha (Homo sapiens), P09471. actives lie on both sides. binding response (% of control), % at 10 µM. 220,000 tested, 0.33% active; in the data active = binding response below about 49% or above about 150%; inactive = in between;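 note: fluorescent Galphao activated with aluminum fluoride binding bead-coupled RGS4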
ABCB1 block: ABCB1 efflux pump inhibitors, primary screen, cell-based, multiplex, flow cytometry, ABCG2 counter-screen; CCRF-Adr cells, JC-1 efflux; AID 1326, 2008; 190,000 tested, 0.067% active; ATP-dependent translocase ABCB1 (Homo sapiens), P08183; inhibition, % at 6.6 µM; in the data active = inhibition above about 40%;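 note: 0% = vehicle and 100% = reference inhibitor; higher value means more JC-1 retained so stronger ABCB1 efflux block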
* hit, by the source's call; x = no result given. Cut-off read from the data, not from the text of the source, unless noted: active = inhibition above about 40%.

SMILES | ABCG2 inh | Bfl-1 Bim block | Bim-Bcl-B | Mcl-1 Bim block | Bim-Bcl-XL | RGS8-Gao | Bcl-2 Bim block | Bim-Bcl-W | RGS7-Gao reg | RGS4-Gao reg | ABCB1 block
COc1cc(/C=N/n2c(SC)nnc(C(C)(C)C)c2=O)ccc1O | 4 | 1 | -1 | -1 | 1 | 99 | -2 | 2 | 99 | 97 | 0.1
CCC(C)(C)n1nnnc1CN1CCC(c2nc3ccc(C)cc3[nH]2)CC1 | 5 | -1 | 0 | -2 | 0 | 97 | -1 | 0 | 92 | 104 | 0.5
CN1CCCN(S(=O)(=O)c2ccc3c(c2)OCCO3)CC1 | 4 | -1 | -1 | 0 | -2 | 103 | 0 | 0 | 109 | 105 | 1.1
COc1ccc(NC(=O)Cc2c(C)n(C(=O)c3ccc(Cl)cc3)c3ccc(OC)cc23)cc1 | 2 | -3 | -3 | -5 | -6 | 102 | -1 | -4 | 97 | 101 | 0.7
CC(=O)c1ccc(N=Nc2ccc(N(C)C)cc2)cc1 | 4 | -8 | -3 | -3 | 0 | 102 | -4 | 0 | 100 | 101 | 0.4
C=CCN=C1NN=C(c2ccc3c(c2)OCCO3)CS1 | -2 | 0 | -10 | -3 | -1 | 99 | -4 | -1 | 97 | 99 | -3.4
Cc1nc2ccccc2c2c1C(=O)N(CCC1=CCCCC1)C2=O | 1 | -9 | -10 | -2 | 6 | 92 | -5 | -2 | 90 | 85 | 0.4
CC1=C(C(=O)OC(C)C)C(C)C(C(=O)OC(C)C)=C(C)N1 | 47 | 3 | 5 | 4 | 2 | 105 | 0 | 1 | 99 | 102 | 0.5
CCCCOc1ccc(C(C)(O)CCN2CCOCC2)cc1 (stereo not drawn) | 1 | 0 | 0 | 0 | 0 | 102 | 1 | 0 | 101 | 101 | 0.7
O=S(=O)(NC1CCCCCC1)c1ccc(Br)s1 | 3 | x | x | x | x | 82 | x | x | 96 | 92 | 1.2
CN1CC(=O)N(CC(=O)Nc2ccc(Cl)c(C(F)(F)F)c2)C1=O | 1 | 0 | -4 | 0 | -2 | 101 | -5 | -1 | 99 | 98 | 0.3
COCC(C)NC(=O)c1cccc([N+](=O)[O-])c1 (stereo not drawn) | 1 | -7 | -5 | -2 | -4 | 101 | -5 | -3 | 99 | 98 | 0.4
CC(Nc1cc(N2CCN(S(C)(=O)=O)CC2)ccc1[N+](=O)[O-])c1ccccc1 (stereo not drawn) | 4 | -15 | -7 | -2 | -6 | 102 | -3 | -4 | 102 | 100 | 1.7
Cn1cccc1Cc1nnc(SCC(=O)N2CCCCCC2)n1CCc1ccccc1 | 2 | -12 | -5 | -3 | -4 | 101 | -6 | -2 | 100 | 99 | 0.6
Cn1c(=O)c2c(nc(SCC(=O)NCc3ccc4c(c3)OCO4)n2Cc2ccc(Cl)cc2)n(C)c1=O | 16 | 0 | -9 | -4 | -5 | 104 | 0 | -5 | 102 | 104 | 14
CCC(=O)Nc1ccc(C(=O)CN2CCC(C)CC2)cc1 | 4 | -3 | -1 | 0 | -6 | 99 | -1 | 0 | 98 | 100 | 2.0
C[C@@H]1NC(=O)c2cc([N+](=O)[O-])cc(I)c2NCCCC[C@@H](C(N)=O)NC(=O)[C@H](CCC(=O)O)NC1=O | 0 | -2 | -1 | -1 | -5 | 102 | -2 | -4 | 101 | 100 | -0.4
CCc1cc(SC#N)cc(CC)c1NC(=O)CCl | 1 | -1 | -15 | -5 | -9 | 84 | -5 | -6 | 98 | 96 | 0.1
O=C(O)CC(NC(=O)COc1ccc(Cl)cc1Cl)C(=O)O (stereo not drawn) | -6 | -2 | -2 | -2 | -5 | 74 | 0 | -1 | 82 | 84 | 0.9
Cn1c(=O)c(C(=O)Nc2ncccn2)c(O)c2ccccc21 | 20 | -2 | 2 | 1 | 0 | 101 | -3 | 0 | 103 | 101 | 0.2
CCOC(=O)c1[nH]c2ccc(OC)cc2c1NC(=O)C(C)N1CCC2(CC1)OCCO2 (stereo not drawn) | 5 | -8 | -6 | -4 | -3 | 100 | -5 | -2 | 100 | 101 | 1.2
CSCCOC(=O)C1=C(C)Nc2ccc(C)cc2S1 | 1 | -6 | -3 | 0 | -10 | 100 | -3 | -2 | 105 | 103 | 0.1
O=C(Cn1ncc(Cl)c(Cl)c1=O)N1CCN(Cc2ccccc2)CC1 | 0 | -5 | -6 | 0 | -1 | 99 | -1 | 0 | 99 | 99 | 0.6
COc1ccc(CN2C(=O)c3ccccc3C2C(=O)NC2CCCC(C)C2C)c(OC)c1 (stereo not drawn) | 1 | -5 | 0 | 0 | 0 | 101 | -7 | 0 | 104 | 100 | 3.0
COc1ccc2oc(=O)c(/C(C)=N/NC(=O)c3ccncc3)cc2c1 | 7 | -6 | -8 | -4 | -4 | 100 | -2 | -5 | 103 | 102 | -0.1
Clc1ccc(Cn2ncc3c(NCCN4CCOCC4)ncnc32)cc1 | 2 | 0 | -2 | 0 | -1 | 103 | -1 | 0 | 97 | 101 | 0.9
Cc1c(CCC(C)C)c(-n2ccnc2C)n2c(nc3ccccc32)c1C#N | 2 | -3 | 0 | 0 | -3 | 101 | -5 | -3 | 103 | 97 | 2.3
Cc1ccc(-c2nnn(CC(=O)N3CCCc4ccccc43)n2)cc1 | 9 | -15 | -10 | -1 | -4 | 105 | -7 | 0 | 102 | 103 | -1.0
Cc1ccc(-n2cc(CN3CCN(Cc4nccn4C)CC3)c(-c3ccc(F)cc3)n2)cc1 | 0 | -4 | -6 | 0 | -4 | 103 | -5 | -2 | 99 | 104 | 0.5
C=C(C)c1cccc(C(C)(C)NC(=O)Nc2ccc(C)cn2)c1 | 5 | 13 | 7 | 7 | 11 | 98 | 11 | 6 | 99 | 99 | 1.1
CCOC(=O)c1nc(NCc2ccccc2F)c2ccccc2n1 | 6 | -6 | -6 | -2 | -5 | 101 | -5 | -3 | 108 | 100 | 0.8
C(=N\Nc1nc2ccccc2[nH]1)/c1ccccc1 | 5 | -8 | -12 | -6 | -3 | 99 | -5 | -5 | 97 | 99 | 0.9
O=C(NCCCN1CCOCC1)c1ccc(Sc2ccc(Br)cc2)c([N+](=O)[O-])c1 | 5 | -6 | -6 | -2 | -7 | 100 | -4 | -3 | 95 | 96 | x
CC(NC(=O)CSc1ncccn1)c1ccc(Cl)cc1Cl (stereo not drawn) | -3 | -6 | 0 | 0 | -4 | 101 | -6 | -2 | 99 | 101 | -1.5
COc1cccc(C(=O)Nc2nc(-c3ccccc3)c(-c3ccccc3)o2)c1 | 20 | 0 | 11 | 2 | 6 | 103 | -2 | 5 | 100 | 104 | 3.0
COc1ccc(-c2cc3ncc(-c4ccccc4)c(N)n3n2)cc1 | 6 | -5 | -1 | 0 | 0 | 101 | -1 | 0 | 102 | 102 | -0.2
CCN(CC)S(=O)(=O)c1ccc(C(=O)OCCNC(=O)c2cccnc2)cc1 | 2 | 0 | -1 | -5 | 1 | 103 | -1 | 0 | 103 | 99 | 0.5
Cc1ccccc1CSCc1ccc(C(=O)NCCCN2CCOCC2)o1 | 4 | -3 | 0 | -1 | -5 | 102 | 0 | 0 | 99 | 100 | 0.3
COc1ccc(S(=O)(=O)N(C)CC(=O)Nc2ccc(F)cc2)cc1 | 10 | -1 | -1 | -7 | -2 | 98 | -3 | -1 | 97 | 100 | 0.7
Cc1cc(Nc2ccc3ccccc3c2)n2ncnc2n1 | 52 | 17 | 5 | 11 | 12 | 101 | 12 | 5 | 103 | 101 | 2.0
O=C(CNc1ccccc1Cl)N/N=C1\CCCc2ccccc21 | 1 | -5 | 0 | 0 | 0 | 101 | -4 | 1 | 102 | 99 | 0.0
Brc1ccc(Nc2c3c(nc4ncnn24)CCC3)cc1 | 21 | -20 | 11 | 0 | 0 | 100 | -8 | 0 | 103 | 101 | 0.9
Cc1cc(Br)ccc1NC(=O)CNC(=O)Cn1ncc(Cl)c(Cl)c1=O | -1 | -5 | -8 | -1 | 0 | 98 | 0 | -3 | 92 | 96 | -0.3
O=C(c1ccc(=O)[nH]c1)N(Cc1ccco1)C1(C(=O)NC2CCCCC2)CCCCC1 | 1 | -1 | -6 | -4 | -3 | 92 | -1 | -2 | 95 | 96 | 0.5
Cc1ccc2c(c1)nnn2C1CCN(S(=O)(=O)c2ccc(C(=O)NC3CCCC3)cc2)CC1 | 3 | 5 | 4 | -2 | -1 | 139 | 8 | 3 | 111 | 113 | 0.6
CC(=C\c1ccco1)/C=C(\C#N)C(=O)NCCc1c[nH]c2ccccc12 | 30 | -4 | -8 | -1 | -3 | 96 | -6 | -2 | 94 | 98 | -0.2
COc1ccccc1CNC(=O)C(=O)NCC1OCCN1S(=O)(=O)c1ccc2c(c1)OCCO2 (stereo not drawn) | 9 | -1 | -3 | -3 | -4 | 98 | -1 | -1 | 99 | 101 | 0.6
N/C(=N\OC(=O)c1cccs1)c1cccc([N+](=O)[O-])c1 | 4 | -8 | -3 | 0 | -1 | 101 | -2 | 0 | 100 | 99 | 3.0

Limited to Bim-Bcl-B, Bfl-1 Bim block and RGS8-Gao, for 3 of the compounds above:
structure | Bim-Bcl-B | Bfl-1 Bim block | RGS8-Gao
Cc1ccc2c(c1)nnn2C1CCN(S(=O)(=O)c2ccc(C(=O)NC3CCCC3)cc2)CC1 | 4 | 5 | 139
COc1ccccc1CNC(=O)C(=O)NCC1OCCN1S(=O)(=O)c1ccc2c(c1)OCCO2 (stereo not drawn) | -3 | -1 | 98
CCN(CC)S(=O)(=O)c1ccc(C(=O)OCCNC(=O)c2cccnc2)cc1 | -1 | 0 | 103

(listing goes on)
SMILES | ABCG2 inh | Bfl-1 Bim block | Bim-Bcl-B | Mcl-1 Bim block | Bim-Bcl-XL | RGS8-Gao | Bcl-2 Bim block | Bim-Bcl-W | RGS7-Gao reg | RGS4-Gao reg | ABCB1 block
Cn1nnnc1SCC(=O)Nc1ccc(Br)cc1Cl | 2 | -13 | -6 | 0 | -4 | 103 | -8 | 2 | 102 | 102 | 0.0
Cc1ccc(NC(=O)c2cccs2)cc1S(=O)(=O)Nc1cccc(Cl)c1 | 11 | -8 | -9 | 0 | -8 | 102 | -8 | -3 | 101 | 104 | -0.1
COc1cccc(NC(=O)CN(Cc2ccccc2)S(C)(=O)=O)c1 | 1 | -2 | -6 | -5 | -6 | 105 | -5 | -2 | 99 | 103 | 0.2
Cc1ccc(-c2csc3nnc(SCC(=O)Nc4cccc(C)n4)n23)cc1 | 0 | 0 | -7 | -4 | -4 | 99 | -2 | -5 | 99 | 100 | 0.4

Compound activity (PubChem)
